TbHK1 inh – T. brucei hexokinase 1 inhibition; actives 0.11% (n = 220,000); recombinant TbHK1, G6PDH-coupled NADH A340; inhibition, % at 10 µM; AID 1430;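 active = inhibition of 50% or more in the single-dose primary screen; inactive = inhibition below 50%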
EP2 modulator – modulates human prostaglandin E2 receptor EP2 signaling | P43116 | EP2-expressing cells, cAMP HTRF FRET, PGE2 co-stimulation | induction, % at 25 µM | actives 0.83% (n = 260,000) | AID 940;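 active = compounds whose cAMP rise, as percent of the full-agonist control response, exceeds 60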;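 also: rat C6 glioma line stably carrying human EP2 under a CMV promoter; the protocol text gives 20 µM as final concentration; 100% = response of wells given 1 µM PGE2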
eIF4E 4G PPI – eIF4E/eIF4G interaction inhibition in translation initiation. TR-FRET eIF4E-eIF4GI(517-606) binding, 2 h. P63073+Q04637. actives 0.37% (n = 220,000). inhibition, % at 21.7 µM;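 active = inhibition above about 30%, limit read from the data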;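 also: 0% = full FRET control wells and 100% = background wells lacking eIF4GI fragment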
Hck-Nef inh – blocks Nef-activated human Hck kinase; P08631; Recombinant Hck-YEEI plus Nef, Z-Lyte FRET kinase assay; inhibition, % at 20 µM; actives 0.68% (n = 220,000);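 active = Hck-Nef kinase inhibition above about 50%, limit read from the data; inactive = inhibition below that limit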;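 also: 0% = DMSO with Hck plus Nef and 100% = Hck alone without Nef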
L929 necroptosis – L929 zVAD cell death inhibition; viability rescue, % at 10 µM; L929 zVAD necroptosis rescue, ATP luminescence, 24 h; with zVAD 60 µM; actives 0.38% (n = 220,000);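 active = activation, scaled between plate controls, above about 75%, limit read from the data; inactive = activation under that limit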;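 also: 0% = zVAD with DMSO and 100% = DMSO alone without zVAD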
14-3-3 Bad inh – disrupts binding of bovine 14-3-3 zeta to phospho-Bad peptide; P63103; TR-FRET 14-3-3zeta/Dy647-pBad peptide displacement, 1 h; inhibition, % at 21.7 µM; actives 0.71% (n = 220,000); AID 781;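 active = inhibition above about 70%, limit read from the data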;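 also: 0% = full 14-3-3 plus peptide FRET controls and 100% = background without 14-3-3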
Rad51 HR inh – blocks human Rad51 in homologous recombination. Q06609. inhibition, % at 10 µM. AID 1385. hRad51 DNA strand exchange, fluorescence dequenching. actives 0.085% (n = 200,000);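 active = inhibition above 40% at the single screening dose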;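 also: 0% = DMSO control wells and 100% = blanks with heterologous ssDNA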
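material = hRad51 filaments on single-stranded DNA | timing = filaments 15 min 37 °C, then compound 30 min | signal = FRET fluorescence dequenching, excitation 485 nm, emission 520 nm | benchmarks = control wells and blank wells on each plate | evaluation = percent inhibition relative to plate controls and blanks | compound = 10 µM final, single point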
EP2 antag – inhibitors of human EP2 prostaglandin E2 receptor. P43116. C6 glioma cells expressing human EP2, cAMP TR-FRET; cells stimulated with saturating PGE2. inhibition, % at 25 µM. actives 0.52% (n = 260,000);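 active = percent inhibition above 40 after rounding to a whole number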;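 also: rat C6 glioma host cells with rolipram phosphodiesterase inhibitor present; the protocol text gives 20 µM as final concentration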
Calpain2 inh – blocks pig calpain II enzyme activity | purified calpain II, fluorogenic peptide substrate, 30 min | inhibition, % at 16 µM | actives 0.37% (n = 220,000);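 active = inhibition above about 50%, limit read from the data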
The depositor's hits bear a star; · = no result given; & = joins results of further samples; [ ] = another dose, or the depositor's remark. A portion of the library, so the mix of outcomes need not match the whole.

#1 N#C/C(C(=O)N1CCOCC1)=C1/SC(Cc2ccccc2)C(=O)N1c1ccccc1 (stereo not given)
#2 COC(=O)c1ccccc1NS(=O)(=O)c1ccc(O)c(C(=O)O)c1
#3 COc1ccc(-n2c(=S)[nH]c3ccccc32)cc1
#4 CCC(=O)Nc1c(-c2ccccc2)c(=O)c2ccccc2n1C
#5 O=S1(=O)CCC(NC(=S)NC2CCS(=O)(=O)C2)C1 (stereo not given)
#6 CC(=O)c1cc(O)c2ccccc2c1O
#7 CCCCCCCCC[n+]1cccc2c3ccccc3ccc21
#8 COC(=O)c1cccc(S(=O)(=O)N(Cc2ccco2)Cc2cc3cc(OC)ccc3[nH]c2=O)c1
Compound | 1 | 2 | 3 | 4 | 5 | 6 | 7 | 8
TbHK1 inh | -11.7 | -2.8 | 10.3 | -36.3 | 1.0 | -10.3 | -6.3 | -12.1
EP2 modulator | -9.4 | 3.1 | -11.3 | -3.0 | 9.5 | -55.8 | -12.6 | -23.9
eIF4E 4G PPI | -1.9 | 2.9 | -2.1 | 9.2 | 1.4[fluorescence artefact?] | 20.9 | -2.9 | -0.8
Hck-Nef inh | 2.9 | -2.6 | -22.3 | -25.9 | 0.5 | 2.2 | 0.0 | 0.9
L929 necroptosis | 0.9 | 1.8 | 0.0 | 2.4 | 1.1 | -0.4 | 14.3 | -0.2
14-3-3 Bad inh | 4.2 | 11.8 | -9.3 | 2.0 | 8.2[fluorescence artefact?] | 65.6 | -6.1 | -2.0
Rad51 HR inh | -8.3 | 0.8 | -9.6 | 11.2 | -5.1 | -22.1 | 0.7 | 5.9
EP2 antag | 20.6 | 3.5 | 9.8 | 4.4 | 4.9 | 8.8 | 7.4 | 6.7
Calpain2 inh | -30.7 | -0.4 | 28.0 | -2.6 | 11.0 | 9.4 | -21.3 | -86.4

Compound profiles (already shown). Order of values: TbHK1 inh	EP2 modulator	eIF4E 4G PPI	Hck-Nef inh	L929 necroptosis	14-3-3 Bad inh	Rad51 HR inh	EP2 antag	Calpain2 inh
COC(=O)c1ccccc1NS(=O)(=O)c1ccc(O)c(C(=O)O)c1 is listed as -2.8	3.1	2.9	-2.6	1.8	11.8	0.8	3.5	-0.4
CCCCCCCCC[n+]1cccc2c3ccccc3ccc21 is listed as -6.3	-12.6	-2.9	0.0	14.3	-6.1	0.7	7.4	-21.3
CCC(=O)Nc1c(-c2ccccc2)c(=O)c2ccccc2n1C is listed as -36.3	-3.0	9.2	-25.9	2.4	2.0	11.2	4.4	-2.6

Other structures follow.
#9 CCC(C)N(C(=O)CSc1ccc(NC(C)=O)cc1)C1CCS(=O)(=O)C1 (stereo not given)
#10 Cc1nc2c(c3c1[nH]c1ccccc13)C(=O)CC(C)(C)C2
#11 CCN(CCC(=O)O)c1ccccc1
#12 Cc1cc(C)c(C#N)c(SCC(=O)N2CCN(Cc3ccccc3)CC2)n1
#13 CC1CCN(C(=O)CSc2nnc(-c3ccco3)o2)CC1
#14 N#CN=C(N)c1ccccc1
#15 CCCn1c(=S)[nH]c2cc(C(=O)N3CCc4ccccc43)ccc2c1=O
#16 CCC1CCCCN1CCCNC(=O)c1cc2c(Cl)nc3ccccc3c2s1 (stereo not given)
Compound | 9 | 10 | 11 | 12 | 13 | 14 | 15 | 16
TbHK1 inh | -7.4 | -4.8 | -0.2 | -0.2 | -4.8 | -7.4&-9.4 | -3.8 | -1.6
EP2 modulator | -28.3 | 1.5 | 6.2 | 27.4 | 17.9 | 30.6&-6.2 | 6.7 | -25.6
eIF4E 4G PPI | 0.8 | 3.2 | 6.6 | -0.1 | 1.7[fluorescence artefact?] | -1.6&-11.2 | -0.5 | 0.6
Hck-Nef inh | 3.7 | 10.9 | 1.0 | 0.2 | 1.1 | -0.1&31.4 | -1.3 | 0.2
L929 necroptosis | 1.9 | 0.3 | 0.5 | 0.5 | 0.8 | -0.3&0.0 | -0.5 | 18.0
14-3-3 Bad inh | -0.1 | 0.9 | 54.0 | 11.4 | 6.0 | 12.1&-7.2[fluorescence artefact?] | 6.9 | -2.3
Rad51 HR inh | -5.0 | 1.4 | 5.7 | 2.5 | -6.9 | -0.5 | 1.9 | ·
EP2 antag | 0.2 | 5.2 | 5.9 | 14.2 | 3.7 | 2.5&7.3 | 2.8 | 7.5
Calpain2 inh | -5.6 | -30.7 | 15.2 | 5.0 | 14.1 | -18.2&-5.1 | 21.6 | 9.2

Structures from the list above that have a furan ring, fused or not:
#8 COC(=O)c1cccc(S(=O)(=O)N(Cc2ccco2)Cc2cc3cc(OC)ccc3[nH]c2=O)c1
#13 CC1CCN(C(=O)CSc2nnc(-c3ccco3)o2)CC1
Compound | 8 | 13
TbHK1 inh | -12.1 | -4.8
EP2 modulator | -23.9 | 17.9
eIF4E 4G PPI | -0.8 | 1.7[fluorescence artefact?]
Hck-Nef inh | 0.9 | 1.1
L929 necroptosis | -0.2 | 0.8
14-3-3 Bad inh | -2.0 | 6.0
Rad51 HR inh | 5.9 | -6.9
EP2 antag | 6.7 | 3.7
Calpain2 inh | -86.4 | 14.1

Further entries
#17 CCOc1ccc(N2C(=O)CCC2=O)cc1
#18 COc1ccc(/C=N/Nc2nc(N)cc(Cl)n2)cc1OC
#19 CCC(C)C(NC(=O)c1ccccc1NC(=O)c1ccccc1)C(=O)N1CCOCC1 (stereo not given)
#20 CNC(=O)[C@@]1(C)C=C[C@@H](Cc2ccccc2)N1C(=O)OC
#21 Cc1ccc2nc(CSc3nnc(-c4ccco4)o3)cc(=O)n2c1
#22 NC(=O)c1c(NC(=O)c2ccncc2)sc2c1CCCC2
#23 CCSc1nnc(C)c(=O)n1COC(=O)c1ccc(S(=O)(=O)N2CCCC2)cc1
#24 O=C(Nc1sc2c(c1C(=O)O)CCC2)c1ccc(F)cc1
Compound | 17 | 18 | 19 | 20 | 21 | 22 | 23 | 24
TbHK1 inh | 1.4 | -38.1 | 34.0 | 3.7 | -23.3 | -21.8 | -3.9 | -6.0
EP2 modulator | 14.0 | -41.3 | 16.2 | 3.2 | 5.1 | -17.1 | 2.9 | 6.0
eIF4E 4G PPI | 6.8[fluorescence artefact?] | 1.7 | -3.9 | -2.1 | 1.7 | 4.2 | 0.7 | -5.0
Hck-Nef inh | 12.6 | 11.1 | 2.5 | -7.7 | 4.6 | 16.6 | 2.2 | 21.2
L929 necroptosis | 1.2 | 33.4 | 0.2 | 1.3 | -0.1 | 59.4 | 0.5 | 1.1
14-3-3 Bad inh | -8.9 | -13.1 | -12.6 | 5.7 | 3.7 | -0.7 | 6.9 | -10.2
Rad51 HR inh | 3.5 | · | 1.1 | -4.3 | · | · | 4.5 | ·
EP2 antag | 2.2 | 7.9 | 5.7 | 9.0 | · | 1.4 | 7.1 | 9.5
Calpain2 inh | -5.4 | 2.9 | -25.7 | 25.1 | -67.2 | -7.5 | -1.9 | 17.5

#25 CCOC(=O)c1c(C)[nH]c(C)c1C(=O)COc1ccc(NC(=O)c2ccco2)cc1
#26 Cc1cc(C(=O)CN2C(=O)NC(Cc3c[nH]c4ccccc34)C2=O)c(C)n1C (stereo not given)
#27 COc1ccc(N2CCN(CCCNC(=O)CCCn3c(=O)[nH]c4ccsc4c3=O)CC2)cc1
#28 CCCCNC(=S)NNC(=O)c1ccco1
Compound | 25 | 26 | 27 | 28
TbHK1 inh | -8.2 | 1.9 | -1.1 | 3.9
EP2 modulator | -6.3 | -5.8 | 12.3 | 21.1
eIF4E 4G PPI | -1.0 | 3.6 | 9.0 | 1.2[fluorescence artefact?]
Hck-Nef inh | 0.7 | 0.3 | 0.5 | 1.3
L929 necroptosis | 0.2 | 0.7 | 1.4 | -0.1
14-3-3 Bad inh | -8.7 | -11.1 | -5.3[fluorescence artefact?] | -18.3
Rad51 HR inh | -5.8 | -3.9 | · | -6.0
EP2 antag | 9.7 | 4.0 | · | 3.3
Calpain2 inh | -40.0 | 41.8 | -5.6 | 22.5

Screening results from PubChem.
